Bioassay records from PubChem BioAssay.
EBNA-1 inhibitor = blocks EBNA-1 binding to DNA. inhibition, % at 14.8 µM. EBNA-1 DNA binding, fluorescence polarization. AID 1950. actives 0.34% (n = 300,000); in the data active = inhibition above about 28%
LYPLA1 inh = blocks human lysophospholipase 1, a PME1 counter-screen; O75608; recombinant LYPLA1, FP-Rh probe fluorescence polarization; inhibition, % at 5.9 µM; actives 0.16% (n = 320,000); AID 2174;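 active = inhibition above the mean of all tested compounds plus 3 SD, set per campaign, cut at about 14% in these data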;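 note: inhibitors block serine hydrolase probe labeling of LYPLA1 so polarization falls; 0% = enzyme with DMSO and 100% = wells lacking LYPLA1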
PAFAH1B2 inh = blocks human PAF acetylhydrolase 1b catalytic subunit 2; P68402; recombinant PAFAH1B2, FP-rhodamine activity probe, fluorescence polarization; inhibition, % at 3.39 µM; actives 1.2% (n = 340,000); AID 492953;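 active = inhibition above the mean of all tested compounds plus 3 SD, cut at about 24% in these data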;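 note: 0% = enzyme with DMSO and 100% = wells lacking PAFAH1B2; many of its hits are not listed in these tables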
Target sequence (P68402 whole entry, looked up): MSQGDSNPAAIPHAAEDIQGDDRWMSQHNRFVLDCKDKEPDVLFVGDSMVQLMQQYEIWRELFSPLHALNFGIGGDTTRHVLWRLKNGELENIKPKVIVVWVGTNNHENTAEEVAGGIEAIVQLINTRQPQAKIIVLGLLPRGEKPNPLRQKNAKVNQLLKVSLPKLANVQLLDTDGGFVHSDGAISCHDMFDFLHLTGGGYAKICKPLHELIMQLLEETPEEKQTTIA
PAFAH1B3 FP inh = blocks human PAF acetylhydrolase 1B catalytic subunit 3; Q15102; recombinant PAFAH1B3, FP-rhodamine probe, fluorescence polarization; inhibition, % at 3.39 µM; actives 0.28% (n = 340,000); AID 492972;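 active = inhibition above the screen-wide average of all tested compounds plus 3 SD, cut at about 25% in these data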;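 note: 0% = enzyme with DMSO only and 100% = wells lacking PAFAH1B3 protein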
Target sequence (Q15102 whole entry, looked up): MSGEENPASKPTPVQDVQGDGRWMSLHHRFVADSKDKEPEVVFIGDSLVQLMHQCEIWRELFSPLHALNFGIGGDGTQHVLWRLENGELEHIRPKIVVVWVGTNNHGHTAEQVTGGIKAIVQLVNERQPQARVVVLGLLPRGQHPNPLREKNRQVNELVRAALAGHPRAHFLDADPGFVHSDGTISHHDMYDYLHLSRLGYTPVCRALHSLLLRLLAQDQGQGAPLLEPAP
PAFAH2 inh = inhibitors of human PAFAH2. Q99487. recombinant PAFAH2, FP-rhodamine activity probe, fluorescence polarization. inhibition, % at 3.39 µM. actives 0.99% (n = 340,000). AID 492956;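 active = inhibition above the mean over all tested compounds plus 3 SD, cut at about 30% in these data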;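 note: inhibitors block probe labeling of enzyme so polarization drops; 0% = enzyme with DMSO and 100% = wells lacking PAFAH2 protein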
PREPL inhibitor = inhibits the human prolyl oligopeptidase-like enzyme; Q4J6C6; recombinant PREPL, fluorescence polarization activity-based probe; inhibition, % at 5.96 µM; actives 0.68% (n = 320,000); AID 2751; in the data active = inhibition above about 43%;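 note: 0% = enzyme with DMSO and 100% = wells lacking enzyme; many of its hits are not listed in these tables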
ZTA counter = ZTA (EBV) inhibition in EBNA-1 counter-screen | P03206 | ZTA-DNA binding, fluorescence polarization | inhibition, % at 11 µM | actives 0.15% (n = 320,000) | AID 2234; in the data active = inhibition above about 33%
Target sequence (P03206 whole entry, looked up): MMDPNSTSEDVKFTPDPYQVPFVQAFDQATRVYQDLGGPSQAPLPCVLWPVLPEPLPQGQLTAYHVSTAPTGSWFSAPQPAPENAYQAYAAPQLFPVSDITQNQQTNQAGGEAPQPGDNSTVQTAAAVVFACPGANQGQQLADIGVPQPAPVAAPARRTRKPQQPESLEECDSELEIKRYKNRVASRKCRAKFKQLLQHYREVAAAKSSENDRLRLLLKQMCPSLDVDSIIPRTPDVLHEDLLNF
pPAFAH inh = pPAFAH (human) enzyme inhibition. actives 1.5% (n = 330,000). AID 463082. Q13093. inhibition, % at 3.39 µM. recombinant pPAFAH, FP-rhodamine probe fluorescence polarization;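 active = inhibition above the mean inhibition across the screen plus 3 SD, cut at about 25% in these data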;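 note: inhibitors block binding of the rhodamine activity-based probe so polarization drops; 0% = enzyme with DMSO and 100% = wells lacking pPAFAH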
LYPLA2 counter = LYPLA2 (human) inhibition in PME1 counter-screen; O95372; recombinant LYPLA2, FP-Rh probe fluorescence polarization; inhibition, % at 5.9 µM; actives 0.38% (n = 320,000); AID 2177;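 active = inhibition above the screen-wide mean plus 3 SD, limit set per campaign, cut at about 26% in these data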;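 note: 0% = LYPLA2 with DMSO and 100% = wells lacking LYPLA2 enzyme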
Target sequence (O95372 whole entry, looked up): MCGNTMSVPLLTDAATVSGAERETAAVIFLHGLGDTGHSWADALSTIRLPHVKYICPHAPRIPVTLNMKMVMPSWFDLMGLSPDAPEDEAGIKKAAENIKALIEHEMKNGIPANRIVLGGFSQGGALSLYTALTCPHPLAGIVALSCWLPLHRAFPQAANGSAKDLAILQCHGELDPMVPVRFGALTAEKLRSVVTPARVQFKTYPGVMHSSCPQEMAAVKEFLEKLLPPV
* = called active by the depositor; x = not tested or not shown.

SMILES | EBNA-1 inhibitor | LYPLA1 inh | PAFAH1B2 inh | PAFAH1B3 FP inh | PAFAH2 inh | PREPL inhibitor | ZTA counter | pPAFAH inh | LYPLA2 counter
CCc1ccc(N2CC(C(=O)OCC(=O)Nc3ccc([N+](=O)[O-])cc3)CC2=O)cc1 (stereo unspecified) | x | -1 | 8 | 14 | 4 | 13 | 12 | 6 | 15
O=C(CNC(=O)c1cccc(F)c1)OCCOc1cccc(Cl)c1 | 0 | 0 | 1 | 3 | 1 | -17 | 1 | 10 | 1
NS(=O)(=O)c1ccc(N=Nc2c(O)ccc3ccccc23)cc1 | 12 | 2 | 1 | 8 | 7 | 22 | 2 | 4 | 5
O=C(O)c1ccc(CNCc2cccc(Cl)c2Cl)cc1 | 10 | 1 | 6 | 1 | 0 | 0 | 18 | 1 | 4
O=C(CSc1n[nH]c(-c2ccc(Br)cc2)n1)N1CCOCC1 | x | x | 11 | 10 | -1 | 8 | x | -4 | x
Cc1ccc(C(=O)Nc2ccccc2C(=O)O)cc1S(=O)(=O)Nc1ccc(Br)cc1 | -4 | -14 | -3 | 1 | -60 | -5 | -12 | 10 | -22
O=[N+]([O-])c1cc(C(F)(F)F)ccc1-n1nnc2ccccc21 | 4 | 0 | -2 | 1 | 2 | 22 | -13 | 9 | 13
CCOc1ccc(CNC23CN4CN(CN(C4)C2)C3)cc1 | 0 | 3 | -3 | -1 | 6 | 0 | -3 | -1 | 3
O=C(Oc1c(CN2CCOCC2)cc(Cl)c2cccnc12)c1ccc(F)cc1 | -4 | 3 | 8 | 16 | -2 | 14 | 7 | 8 | 9
COc1ccc2[nH]c3c(=O)n(CCc4ccccc4)cnc3c2c1 | 11 | 1 | 7 | 7 | 12 | 5 | 16 | 4 | 0
COc1ccc(N(C)S(=O)(=O)c2cccc(C(=O)Nc3ccc(-n4cnnn4)cc3)c2)cc1 | -10 | -12 | -8 | 1 | -9 | -22 | 3 | -1 | -7
CCN1C(=S)N[C@@H](c2ccccc2)C(C(=O)OC)=C1C | 5 | 1 | 7 | 1 | 0 | -11 | 1 | -1 | -3
CCOc1ncccc1C(=O)Nc1ccccc1N1CCOCC1 | x | x | 11 | 6 | 5 | 18 | x | -1 | x
COc1ccc(-c2cn3nc(SCC(=O)NC4CCCCC4)ccc3n2)cc1 | -9 | -1 | 7 | 2 | 0 | 21 | -4 | 1 | -1
Cc1nc2ccc(Cl)cn2c1C(=O)NN | 8 | 1 | 5 | 12 | 8 | -4 | 1 | 3 | 0

The final 2 records of the section above come first, to join the parts.
SMILES | EBNA-1 inhibitor | LYPLA1 inh | PAFAH1B2 inh | PAFAH1B3 FP inh | PAFAH2 inh | PREPL inhibitor | ZTA counter | pPAFAH inh | LYPLA2 counter
COc1ccc(-c2cn3nc(SCC(=O)NC4CCCCC4)ccc3n2)cc1 | -9 | -1 | 7 | 2 | 0 | 21 | -4 | 1 | -1
Cc1nc2ccc(Cl)cn2c1C(=O)NN | 8 | 1 | 5 | 12 | 8 | -4 | 1 | 3 | 0
CSc1ccc(/C=C/C(=O)N2CCCN(C)CC2)cc1 | -4 | 1 | 5 | -5 | 3 | -6 | 4 | 2 | 1
CC(=O)Nc1ccc(C2Nc3ccccc3C(=O)N2C2CCCCC2)cc1 (stereo unspecified) | -3 | -3 | 5 | 5 | 5 | 1 | 5 | 4 | -2
COc1ccc(N(C(=O)c2cccnc2)S(=O)(=O)c2ccccc2)cc1 | -18 | -1 | 3 | -7 | 5 | 11 | 2 | 7 | -1
Cc1ccc2c(cnn2C(=O)CCC(=O)N2CCCCC2C)c1 (stereo unspecified) | -2 | 2 | 6 | 2 | 4 | 14 | -13 | -1 | 6
CCCN(CCC)CC(=O)Nc1cccc2c1OCO2 | -1 | 1 | -1 | 15 | -2 | -3 | 10 | 2 | 6
Fc1ccccc1Cc1ccc(Cl)nn1 | -11 | -1 | 5 | 8 | 3 | 14 | -20 | 8 | -7
Cc1ccc(CNC(=O)c2ccc[nH]2)cc1 | 1 | 1 | 0 | 5 | -3 | 10 | -16 | -3 | 1
Cc1ccc2c(c1)c1c3n2CCN(CC#N)C3CCC1 (stereo unspecified) | -7 | 0 | 1 | 8 | 1 | 5 | -1 | 5 | 1
COc1ccc(NC(=O)NCCCCc2ccccc2)cc1OC | -5 | -2 | 9 | 6 | 1 | 9 | 4 | 3 | -5
CC(C)(C)C(=O)OC/C(N)=N/OC(=O)c1ccc(Cl)c(Cl)c1 | -2 | -2 | 6 | 9 | 2 | 18 | -9 | 22 | 3
O=C(NNC(=S)NC(=O)c1cccc([N+](=O)[O-])c1)c1ccc(O)cc1 | -6 | -1 | 5 | 5 | 11 | 1 | -9 | 1 | -1
CCOC(=O)C1(CC2CCCCO2)CCN(C(=O)Nc2ccc(SC)cc2)CC1 (stereo unspecified) | 10 | 2 | 1 | -1 | 5 | 2 | -4 | 3 | 4
COc1n[nH]c(C(=O)Nc2cc(F)ccc2C)c1[N+](=O)[O-] | 5 | -1 | 7 | 6 | 0 | 7 | -13 | -3 | -7
CC(C)(C)c1ccc(OCCCC(=O)NC2=NCCS2)cc1 | -6 | 2 | 2 | 5 | 2 | -3 | -14 | 9 | 15
COc1ccc(NC(=O)CN2CCC(NC(=O)c3ccc(OC)cc3)CC2)cc1 | -4 | 0 | -1 | 4 | -6 | 4 | -11 | 4 | 0
CCOC(=O)CN(C(=O)CSc1nnc(C)n1-c1ccccc1)c1cccc([N+](=O)[O-])c1 | 7 | 1 | 4 | 1 | 2 | 4 | -8 | 5 | 4
CCCCN(C)C(=O)C1CCN(Cc2cccnc2)CC1 | -7 | -1 | 1 | 15 | 1 | 11 | -24 | 4 | 0
O=C(C1=C[C@@H](c2ccc(C(F)(F)F)cc2)C[C@@H](OCCCCO)O1)N1CCN(Cc2ccc3c(c2)OCO3)CC1 | 2 | -4 | 8 | 6 | 4 | 70* | 5 | 2 | 4
Cc1ccc(S(=O)(=O)Nc2nc3n(n2)C(c2ccc(Cl)cc2)CC(=O)N3)cc1 (stereo unspecified) | 0 | 3 | 20 | 2 | 4 | -8 | -10 | 5 | 2
CC1CC(C)CN(S(=O)(=O)N2CCC(C(=O)NCCC3=CCCCC3)CC2)C1 (stereo unspecified) | 5 | -2 | -1 | 2 | -7 | 3 | -10 | 5 | -4
C/C=C/C(=O)Nc1nnc(C(C)C)s1 | 2 | -2 | 6 | 6 | 1 | 0 | 2 | 4 | 7
CC(=O)OCC1=C(C(=O)O)N2C(=O)C(NC(=O)c3ccc(COc4cccc(Cl)c4Cl)o3)C2SC1 (stereo unspecified) | 1 | -10 | 9 | 8 | 12 | -6 | 5 | 30* | -4
Cc1ccc(/C=C/C2=NN(C)C(=O)CC2)cc1 | -2 | 1 | 0 | 2 | 1 | -18 | -10 | 0 | 4
Cc1cc(/C=N/n2cnnc2)c(C)n1-c1ccc(C(=O)O)cc1 | 2 | 2 | -4 | 8 | 5 | 8 | 1 | -1 | -1
O=C(NC(CCl)c1ccccc1)c1ccc(Cl)cc1 (stereo unspecified) | -18 | -1 | -1 | -8 | 1 | -21 | -6 | 0 | -5
CCn1nnnc1-c1ccc(OC)c(S(=O)(=O)N2CCCCC2)c1 | 4 | -3 | 7 | 6 | -4 | 5 | 8 | 4 | 2
O=C1N/C(=C/c2ccco2)C(=O)N1Cc1ccccc1F | -3 | 1 | 1 | -3 | -3 | 6 | 7 | -3 | 3
O=C(COC(=O)c1cccs1)Nc1cc(S(=O)(=O)N2CCOCC2)ccc1Cl | 2 | 0 | 2 | -2 | 53* | 11 | 9 | 1 | 11
Cn1ncc2c(=O)n(CC(=O)NC34CC5CC(CC(C5)C3)C4)cnc21 | 2 | -1 | 8 | 7 | 1 | 4 | 8 | -7 | -1
CN(C)N1C(N)=C(C#N)C(c2ccc(Cl)cc2)C2=C1CCCC2=O (stereo unspecified) | -7 | 0 | -2 | -2 | -2 | -13 | -1 | 7 | 7
O=C(Cn1c(N2CCN(C/C=C/c3ccccc3)CC2)nc2ccccc21)c1ccccc1 | 1 | 0 | x | x | x | 19 | 22 | 3 | 1
Cc1nc2cc(NC(=O)N3CCCC3)ccc2n1C | -3 | 1 | -1 | -1 | 3 | 14 | 4 | 4 | -2
NCCC(=O)N1c2ccccc2Sc2ccc(Cl)cc21 | 5 | 0 | -8 | 4 | 0 | -8 | -9 | 4 | 5
Clc1nccnc1N/N=C/c1ccc(Br)cc1 | -5 | 0 | 0 | 7 | 3 | -16 | -14 | -2 | -7
CC1CC(C)CN(C(=O)c2ccc3c(c2)OCCO3)C1 (stereo unspecified) | x | 5 | 9 | 10 | 7 | 23 | -8 | -5 | 8
Cc1c(NS(=O)(=O)c2cccs2)c(=O)n(-c2ccccc2)n1C | 4 | 4 | 1 | 4 | 0 | -1 | -7 | 2 | 8
CN(C(=O)COC(=O)C1CSC2(C)CCC(=O)N12)c1ccccc1 (stereo unspecified) | -12 | 1 | 0 | 0 | -3 | 8 | -8 | 2 | 0
COc1ccc(C(=O)/C(=C/N(C)C)S(=O)(=O)c2ccccc2)cc1 | 1 | 2 | 5 | 10 | 5 | 13 | -15 | 5 | -3
COc1ccc(S(=O)(=O)Nc2ccccn2)c(C)c1C | -13 | 0 | 2 | 4 | -5 | -1 | 30 | 1 | -2
CCOC(=O)c1cc(=O)c2c([N+](=O)[O-])ccc(OC)c2o1 | -1 | 1 | 4 | 4 | -2 | -5 | -4 | 0 | 4
CCOC(=O)CCCSc1nnc(CCCCCN2C(=O)c3cccc4cccc(c34)C2=O)o1 | 7 | 45* | -3 | 11 | -1 | 7 | -3 | 2 | 20
CC(C)CN(C(=O)CSc1nnnn1C)C1CCS(=O)(=O)C1 (stereo unspecified) | -12 | -1 | 5 | 6 | 2 | 14 | -8 | -3 | 3
COc1ccccc1-c1noc(CCCC(=O)N2CCOCC2)n1 | -1 | -3 | x | x | x | 15 | -15 | 0 | 0
CC(C)Oc1ccc(CSc2ncn[nH]2)cc1 | 6 | -2 | x | x | x | 13 | -9 | 3 | 0
Cc1ccc(-c2cn(-c3ccccc3F)c(=S)[nH]2)cc1 | 1 | 0 | 2 | 8 | 1 | 5 | 10 | 16 | 4
Cc1ccccc1NC(=O)COC(=O)CCSc1ccccc1 | -5 | 5 | 7 | -3 | -2 | 4 | -25 | 19 | 8
COC(=O)CNc1cc(S(=O)(=O)N2CCCCC2)ccc1Oc1cccc(C)c1 | -15 | 2 | 7 | 1 | 6 | 10 | -10 | 4 | 9
O=C(NCCC(=O)N1CCN(S(=O)(=O)c2ccccc2F)CC1)Nc1ccccc1 | x | -2 | 2 | 9 | -1 | 0 | -1 | -3 | -3
Cc1cc(NC(=O)CSc2nnc(NCc3ccccc3)s2)no1 | 16 | -1 | 0 | 2 | -5 | 12 | 0 | 0 | -6
COc1cc(/C=C2\NC(=O)NC2=O)cc(Br)c1OC | 3 | 3 | 11 | 6 | 1 | -3 | -3 | 6 | 8
CCOc1ccc(CCN2C(=O)CCC2(C)C(=O)NC(C)CC)cc1OCC (stereo unspecified) | 2 | -4 | -2 | 1 | 7 | 14 | -6 | -4 | 1
Cc1ccc(CN2C(=O)CCC2C(=O)N2CCN(c3ccccc3)CC2)cc1 (stereo unspecified) | -4 | 3 | 5 | 3 | 5 | -9 | 1 | -4 | 0
O=C(N/N=C/c1ccco1)c1cc([N+](=O)[O-])cc([N+](=O)[O-])c1 | -8 | 0 | -5 | 2 | -2 | 5 | -4 | 5 | 2
C/C=C(/C(=C/C)c1ccc(O)cc1)c1ccc(O)cc1 | 2 | -7 | 8 | 4 | -2 | -2 | 6 | 2 | -9

Only part of the results is shown; the hit share may differ from the screen's.
